PostGolgi ctrl: growth of the yeast control strain, post-Golgi counter-screen | efflux-deficient yeast background strain, growth absorbance A615, 16 h | inhibition, % at 10 µM | 98,000 tested, 5% active | AID 738; in the data active = inhibition above about 30%
Fibroblast inh: blocks proliferation of human lung fibroblasts. viability, % at 10 µM. 85,000 tested, 1.1% active. LL 47 human lung fibroblast viability, ATP luminescence; stronger effect = lower value;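 active = viability at or below 50% in the single dose screen; inactive = viability above 50%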;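 also: compound exposure lasted 72 h before the ATP readout; 100% = median luminescence of untreated cell-only wells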
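Test system: LL 47 human lung fibroblasts / Quantity: 1,150 cells in each well / Medium: IMEM growth medium with 15% fetal bovine serum / Incubation: 72 h compound exposure at 37 °C after overnight plating / Detection: CellTiter-Glo luminescence measuring cellular ATP / Read-out: % viability versus median cells-only luminescence / Benchmarks: cell-only wells, no compound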
LYP act: LYP (human) phosphatase activation | Q9Y2R2 | recombinant LYP, DiFMUP fluorescence; 0 = plate median, 100 = signal doubled | activation, % at 2 µM | 96,000 tested, 0.11% active | AID 697;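 active = activation at 2 µM above a set limit, the mean plus 5 SD, cut at about 37% in these data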
HUVEC inhibit: inhibitors of human endothelial cell proliferation. HUVEC proliferation, CellTiter-Glo luminescence, 72 h; stronger effect = lower value. viability, % at 10 µM (by protocol). 86,000 tested, 1.1% active. AID 648;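 active = viability at or below 30%; inactive = viability above 30%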;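 also: 100% = median luminescence of DMSO-only cell control wells on each plate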
S1P2 ag: agonists of human S1P2 receptor | O95136 | S1P2-expressing cell line, agonist reporter read-out | activation, % at 4.5 µM | 97,000 tested, 0.46% active; in the data active = activation above about 16%;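 also: 0% = vehicle low control and 100% = maximal reference agonist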
Target sequence (O95136 whole entry, looked up): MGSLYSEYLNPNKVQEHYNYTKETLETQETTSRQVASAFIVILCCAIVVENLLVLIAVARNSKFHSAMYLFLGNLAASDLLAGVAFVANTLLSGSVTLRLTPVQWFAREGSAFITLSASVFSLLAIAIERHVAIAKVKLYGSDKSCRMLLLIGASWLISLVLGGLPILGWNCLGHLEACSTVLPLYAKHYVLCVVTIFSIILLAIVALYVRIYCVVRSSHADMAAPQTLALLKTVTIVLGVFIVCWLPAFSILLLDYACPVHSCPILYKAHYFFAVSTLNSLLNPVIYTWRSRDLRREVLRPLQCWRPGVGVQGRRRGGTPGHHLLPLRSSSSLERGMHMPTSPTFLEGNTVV
sEH act: soluble epoxide hydrolase (human) activation; P34913; purified human sEH enzymatic activity, activator screen; activation, % at 2 µM; 91,000 tested, 0.04% active; AID 717; in the data active = activation above about 37%; also: values of inactives mirror those of a sister screen read the other way
Target sequence (P34913 whole entry, looked up): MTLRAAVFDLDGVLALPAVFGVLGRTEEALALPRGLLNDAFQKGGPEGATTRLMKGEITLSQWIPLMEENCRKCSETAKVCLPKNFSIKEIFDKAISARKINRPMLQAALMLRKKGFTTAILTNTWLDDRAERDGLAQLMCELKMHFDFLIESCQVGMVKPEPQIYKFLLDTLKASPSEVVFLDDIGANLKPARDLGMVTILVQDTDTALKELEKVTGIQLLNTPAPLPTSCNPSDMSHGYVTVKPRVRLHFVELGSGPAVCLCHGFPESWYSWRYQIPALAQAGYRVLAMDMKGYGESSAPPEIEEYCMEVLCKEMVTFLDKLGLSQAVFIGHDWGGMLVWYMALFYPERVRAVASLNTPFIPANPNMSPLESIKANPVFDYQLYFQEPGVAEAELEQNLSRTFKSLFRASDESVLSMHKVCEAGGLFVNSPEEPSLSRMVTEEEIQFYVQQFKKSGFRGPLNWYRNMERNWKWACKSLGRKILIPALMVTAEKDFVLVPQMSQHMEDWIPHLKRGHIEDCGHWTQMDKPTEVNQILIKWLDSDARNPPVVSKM
sEH inhibitor: inhibitors of human soluble epoxide hydrolase | recombinant human sEH enzymatic activity assay | inhibition, % at 2 µM | 91,000 tested, 0.34% active; in the data active = inhibition above about 80%; also: values of inactives mirror those of a sister screen read the other way; many of its hits are not listed in these tables
S1P2 antag: S1P2 (human) receptor antagonism; O95136; cell-based S1P2 antagonist assay, inhibition at 5 uM; inhibition, % at 5 µM; 97,000 tested, 0.21% active; AID 736; in the data active = inhibition above about 45%;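 also: CRE beta-lactamase reporter cells expressing human S1P2 stimulated with S1P; 0% = agonist at EC80 alone and 100% = agonist plus reference antagonist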
H69AR growth 86K: blocks growth of human H69AR lung tumor cells; 85,000 tested, 6% active; H69AR lung tumor viability, ATP luminescence, 72 h; stronger effect = lower value; viability, % at 10 µM;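 active = viability at or below 40%; inactive = viability above 40%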;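 also: multidrug resistant small cell line overexpressing MRP-1 efflux transporter; 100% = mean luminescence of untreated control wells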
* = called active by the depositor; x = not tested or not shown. The list is partial. The share of hits here may be higher or lower than overall.

Second line of a record – PostGolgi ctrl, Fibroblast inh, LYP act, HUVEC inhibit, S1P2 ag, sEH act, sEH inhibitor, S1P2 antag, H69AR growth 86K
C=CCN1C(=O)C(CC(=O)Nc2ccc(OC)cc2)N(Cc2ccco2)C1=S (configuration not stated)
 : 9, x, 6, x, -2, -12, 14, -11, x
CC(=O)Nc1ccc(C(=O)N2CCCC2)cc1
 : 4, 94, 1, 91, -6, 4, -1, 6, 66
Cc1ccc(Cn2c(Sc3ncccn3)nc3c2c(=O)[nH]c(=O)n3C)cc1
 : 4, 82, x, 86, x, x, x, x, 121
CS(=O)(=O)N1CCCC(c2nc(-c3ccc(S(=O)(=O)NCc4ccccc4)cc3)no2)C1 (configuration not stated)
 : 8, 87, x, 78, x, x, x, x, 79
O=C1c2ccccc2C(O)N1Cc1ccccc1Cl (configuration not stated)
 : 4, 95, x, 106, x, x, x, x, 102
CCOC(=O)c1cc(-c2ccccc2)sc1NC(=O)CSc1nnnn1C
 : 15, 93, -9, 75, -2, 4, -7, -20, 84
CC(C)Cc1nnc(NC(=O)CC(=O)Nc2ccccc2C(=O)O)s1
 : -7, 100, 7, 99, -2, 12, -12, -2, 89
Cc1ccc(CN2CCN(CC(=O)NC(C)CCc3ccccc3)C2=O)cc1 (configuration not stated)
 : 9, 95, 1, 103, -4, 1, -3, 3, 98
O=C(CSCc1n[nH]c(=O)[nH]1)NCCOc1cccc(Oc2ccccc2)c1
 : 0, 98, 18, 84, -3, -2, 0, 12, 87
Cc1cc(-c2csc(N)n2)c(C)n1C
 : 14, 97, 2, 87, -8, 0, 2, -12, 97
CC(Oc1ccc(C(=O)NC2CCCCC2)cc1)C(=O)O (configuration not stated)
 : -5, 96, 1, 108, -3, -1, 6, -17, 102
Cc1conc1NC(c1cccs1)c1ccc2cccnc2c1O (configuration not stated)
 : 5, 3.1*, -7, 24*, -5, -1, 1, -26, 19*
CCS(=O)(=O)N1CCC(C(=O)c2ccc(Cl)cc2)CC1
 : x, 91, 0, 92, -3, 20, -21, -23, 99
CCOC(=O)c1ccc(S(=O)(=O)Nc2ccc3cn[nH]c3c2)cc1
 : -6, 95, -9, 87, -9, x, x, 3, 71
COCCNC(=O)c1ccccc1-c1nc(-c2ccccc2OC)no1
 : 3, 99, 4, 85, -4, 1, -4, -11, 84
Fc1ccccc1N1CCN(c2ncnc3[nH]ncc23)CC1
 : 6, 99, x, 103, x, x, x, x, 108
O=C(Cc1ccccc1)NCCSCc1ccco1
 : -1, 103, 8, 98, -6, 1, 1, 13, 105
COc1ccc(CCn2c(=O)[nH]c3cc(C(=O)NCCN4CCOCC4)ccc3c2=O)cc1OC
 : -9, 95, -10, 78, 1, 0, 2, -13, 95
C[n+]1ccc(/C=C/c2ccc(Br)cc2)cc1
 : 9, x, 10, x, -6, 4, -6, 16, x
Cc1ccccc1NC(=O)CN1C(=O)NC2(CCCCC2)C1=O
 : 4, 101, 11, 99, 2, 1, 1, -15, 98
COC(=O)c1c(C)oc2ccc(NS(=O)(=O)c3cc(OC)ccc3OC)cc12
 : 23, 92, -1, 85, -3, 2, 0, 1, 73
Cc1ccc(-c2nc(CS(=O)(=O)CC(=O)N3CCCCCC3)c(C)o2)cc1
 : 4, 92, x, 100, x, x, x, x, 87
CCCc1cc(=O)[nH]c(SCC(=O)C(C)(C)C)n1
 : 4, 103, 1, 105, -4, -9, 8, -28, 89
O=S(=O)(NCc1ccco1)c1cccc2cccnc12
 : 0, 105, -8, 107, -6, -8, 7, 16, 99
CCn1cc(C(=O)OCC(=O)Nc2c(C)n(C)n(-c3ccccc3)c2=O)c(=O)c2ccc(C)nc21
 : 0, 95, 4, 85, -5, -2, 2, -5, 104
Cc1ccc(S(=O)(=O)N/N=C2/CC(c3ccccc3)Oc3ccccc32)cc1[N+](=O)[O-] (configuration not stated)
 : 36*, x, -3, x, -9, -10, 13, -11, x
O=C1C(C2=NC(C(=O)O)C3C(=O)N(c4ccc(Cl)cc4)C(=O)C23)=C(O)c2ccccc21 (configuration not stated)
 : 12, x, -6, x, -5, 2, -1, 24, x
CCN1C(=O)/C(=c2/s/c(=C3\SC(C)=C(C)N3CC)c(=O)n2CC)N(c2ccccc2)C1=S
 : x, 100, 3, 91, 2, 14, -7, -29, 79
CCOC(=O)C1C(=O)Nc2nc(C)nn2C1c1ccccc1 (configuration not stated)
 : 9, 100, 3, 92, -7, 14, -13, 6, x
Cc1cc(C)c(C#N)c(SCC(=O)Nc2ccccc2C(N)=O)n1
 : 2, 99, 17, 93, -6, 1, -3, -10, 86

One compound at a time, as listed above. Screens in order: PostGolgi ctrl | Fibroblast inh | LYP act | HUVEC inhibit | S1P2 ag | sEH act | sEH inhibitor | S1P2 antag | H69AR growth 86K
Cc1ccc(S(=O)(=O)N/N=C2/CC(c3ccccc3)Oc3ccccc32)cc1[N+](=O)[O-] (configuration not stated) is listed with 36* | x | -3 | x | -9 | -10 | 13 | -11 | x
Cc1cc(-c2csc(N)n2)c(C)n1C is listed with 14 | 97 | 2 | 87 | -8 | 0 | 2 | -12 | 97

(next part)
Second line of a record – PostGolgi ctrl, Fibroblast inh, LYP act, HUVEC inhibit, S1P2 ag, sEH act, sEH inhibitor, S1P2 antag, H69AR growth 86K
c1coc(CNc2nc(-c3ccncc3)cs2)c1
 : -9, 113, -12, 103, -4, 5, -5, 3, 94
CCc1noc(C)c1C(=O)N1CCOCC1
 : 4, 110, -12, 103, -1, -4, 2, -8, x
COc1ccc(C(C#N)N2N=C(C)CC2(C)C)cc1 (configuration not stated)
 : -2, 104, 4, 104, -5, -3, 2, 12, 104
CCNc1oc(COc2cccc(C)c2)nc1C#N
 : 9, x, 2, x, -2, 2, 1, -8, x
CC(C)(C)NC(=O)C12CCC(C)(c3nc4ccccc4nc31)C2(C)C (configuration not stated)
 : 10, 110, 3, 122, -4, 5, -4, -26, 88
COCCn1nnnc1CN(Cc1cc2cc(OC)c(OC)cc2[nH]c1=O)C1CCCC1
 : -2, 94, 20, 94, -8, 2, -1, 9, 86
Cc1cccc(CC(=O)Nc2cc(=O)n(C)c(=O)n2C)c1
 : 14, 104, x, 107, x, x, x, x, 113
CC(NC(=O)/C(C#N)=C/c1cn[nH]c1-c1ccccc1)c1ccccc1 (configuration not stated)
 : -1, x, 0, x, -5, -9, 10, -8, x
C/C(=C\C(=O)c1cccnc1)Nc1ccc(C(=O)O)cc1
 : 2, 99, -12, 89, -2, 6, -6, -6, 95
O=C(CN1C(=O)C2CCCN2C(=O)c2ccccc21)Nc1ccccc1-n1cccc1 (configuration not stated)
 : x, 87, -2, 92, -5, x, x, -1, 93
Brc1ccc2c(c1)C(c1ccc(N3CCOCC3)cc1)=NNC(c1cccs1)=N2
 : 12, x, 2, x, -5, 10, -11, 16, x
Cc1cc2oc(=O)cc(CN3CCc4ccccc43)c2cc1Cl
 : 36*, 91, -2, 95, -4, -6, 6, -10, 103
O=C(Nc1ccc(N2CCCC2=O)cc1)c1cccc(F)c1
 : -2, 95, -4, 91, -2, 17, -18, 5, 86
O=C(Oc1csc(=S)n1C(=O)c1ccccc1)c1ccccc1
 : -2, 109, -1, 90, -8, 3, -5, -5, 92
CCOc1ccc(-c2cc(C(=O)NCCCN3CCN(CC)CC3)c3ccccc3n2)cc1
 : 13, 86, 4, 87, -4, x, x, 18, 79
CCOC(=O)C1=C(CSc2nc(-c3ccccc3)ccc2C#N)OC(N)=C(C#N)C1c1ccccc1 (configuration not stated)
 : 9, 89, 39*, 72, -5, 4, -6, -4, 48
CCCOc1ccc(OCCSc2nnc(N)s2)cc1
 : -2, 91, -2, 89, -2, 12, -9, -8, 68
COC(=O)c1sc(NC(=O)COc2ccccc2)nc1C
 : 7, 101, -3, 87, 0, -2, 4, -4, 96
Cc1cc2c(cc1C)NC(=O)CC(C(F)(F)C(F)(F)C(F)(F)F)=N2
 : x, 105, -11, 97, -6, 11, -8, 1, 89
COc1ccccc1CSc1nc2ccccc2[nH]1
 : 4, x, 0, x, -9, 2, -3, 7, x
CCn1c(-c2csc(-c3ccc(Cl)cc3)n2)n[nH]c1=S
 : -1, 117, -14, 105, -7, -9, 12, 3, 98
Cc1cc(C)nc(SCC(=O)Nc2cc(C)on2)n1
 : 10, 98, 1, 102, -5, x, x, 15, 84
CC(=O)c1ccc(NC2=C(N3CCOCC3)C(=O)c3ccccc3C2=O)cc1
 : 34*, x, -1, x, -2, -8, 10, -14, x
CCc1ccccc1N1C(=O)C2CC(C)=C(C)CC2C1=O (configuration not stated)
 : 13, 95, -10, 95, -5, 4, -2, -15, 83
COc1ccc(C)cc1NC(=O)c1ccc(N(C)S(C)(=O)=O)cc1
 : 12, 95, -3, 89, -2, 6, -6, 22, 86
CCN(CC)C(=O)C1CCCN(C(=O)Nc2ccccc2)C1 (configuration not stated)
 : 12, 96, -3, 93, -1, 11, -12, -9, 91
COc1ccc2nc(N3CCCC3)[nH]c2c1
 : 10, 97, 7, 100, -6, x, x, 1, 97
Cc1ccc(S(=O)(=O)NCC(=O)N(CC(=O)NC(C)(C)C)Cc2cccs2)cc1
 : 4, 100, 10, 85, -5, 4, -6, -5, 95
Cc1cc2nnc(SC(C)C#N)n2c2ccccc12 (configuration not stated)
 : -4, x, -4, x, -8, -6, 4, 18, x
CCn1c(NC(=O)c2cccs2)c(-c2cccs2)c(=O)c2ccccc21
 : 10, 95, -7, 88, -5, -1, -1, 11, 90

The list goes on.
Second line of a record – PostGolgi ctrl, Fibroblast inh, LYP act, HUVEC inhibit, S1P2 ag, sEH act, sEH inhibitor, S1P2 antag, H69AR growth 86K
CCOC(=O)N1CCC(N(CCOC)C(=O)Nc2ccc(Cl)c(Cl)c2)CC1
 : 64*, 97, x, 83, x, x, x, x, 69
CCOC(=O)c1cccc(NC(=O)CSc2nnc(COc3ccccc3)n2CC)c1
 : 17, 104, -8, 99, -6, -5, 4, -3, 95
COc1ccc(N2CCN(c3nc(=S)n(-c4ccccc4)c(C)c3C(C)=O)CC2)cc1
 : -3, 92, -5, 105, -1, 2, 0, -10, 101
O=C(NC1CCCCC1)N1CCN(C(=O)c2ccco2)CC1
 : 3, 110, 18, 95, 0, 3, -4, -11, 92

Structures listed so far containing an NH in an aromatic ring, in the order listed:
Second line of a record – PostGolgi ctrl, Fibroblast inh, LYP act, HUVEC inhibit, S1P2 ag, sEH act, sEH inhibitor, S1P2 antag, H69AR growth 86K
Cc1ccc(Cn2c(Sc3ncccn3)nc3c2c(=O)[nH]c(=O)n3C)cc1
 : 4, 82, x, 86, x, x, x, x, 121
O=C(CSCc1n[nH]c(=O)[nH]1)NCCOc1cccc(Oc2ccccc2)c1
 : 0, 98, 18, 84, -3, -2, 0, 12, 87
CCOC(=O)c1ccc(S(=O)(=O)Nc2ccc3cn[nH]c3c2)cc1
 : -6, 95, -9, 87, -9, x, x, 3, 71
Fc1ccccc1N1CCN(c2ncnc3[nH]ncc23)CC1
 : 6, 99, x, 103, x, x, x, x, 108
COc1ccc(CCn2c(=O)[nH]c3cc(C(=O)NCCN4CCOCC4)ccc3c2=O)cc1OC
 : -9, 95, -10, 78, 1, 0, 2, -13, 95
CCCc1cc(=O)[nH]c(SCC(=O)C(C)(C)C)n1
 : 4, 103, 1, 105, -4, -9, 8, -28, 89
COCCn1nnnc1CN(Cc1cc2cc(OC)c(OC)cc2[nH]c1=O)C1CCCC1
 : -2, 94, 20, 94, -8, 2, -1, 9, 86
CC(NC(=O)/C(C#N)=C/c1cn[nH]c1-c1ccccc1)c1ccccc1 (configuration not stated)
 : -1, x, 0, x, -5, -9, 10, -8, x
COc1ccccc1CSc1nc2ccccc2[nH]1
 : 4, x, 0, x, -9, 2, -3, 7, x
CCn1c(-c2csc(-c3ccc(Cl)cc3)n2)n[nH]c1=S
 : -1, 117, -14, 105, -7, -9, 12, 3, 98
COc1ccc2nc(N3CCCC3)[nH]c2c1
 : 10, 97, 7, 100, -6, x, x, 1, 97

Assay outcomes as filed in PubChem.
